Screening results from PubChem BioAssay.
GPR151 activ: activators of human GPR151; activation, % at 11.2 µM; hit rate 1% among 650,000; PathHunter beta-arrestin GPR151 cells, luminescence; Q8TDV0; in the data active means activation above about 4.9%;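 further: 0% = median of compound wells and 100% = cells with positive control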
MITF primary: blocks human microphthalmia-associated transcription factor | hit rate 0.91% among 650,000 | inhibition, % at 2.6 µM | AlphaScreen MITF homodimerization, bead proximity signal; in the data active means inhibition above about 50%;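 further: 0% = vehicle wells with protein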
FBW7 act: human FBW7 E3 ligase activation, primary screen; normalized activity (activation), % at 26.1 µM; AID 1259310; AlphaScreen FBW7–phospho-cyclin E peptide binding, activator screen; Q969H0; hit rate 0.13% among 650,000; in the data active means normalized activity above about 1.9%;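 further: purified mutant Fbw7 with reduced substrate affinity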
Target sequence (Q969H0 whole entry, looked up): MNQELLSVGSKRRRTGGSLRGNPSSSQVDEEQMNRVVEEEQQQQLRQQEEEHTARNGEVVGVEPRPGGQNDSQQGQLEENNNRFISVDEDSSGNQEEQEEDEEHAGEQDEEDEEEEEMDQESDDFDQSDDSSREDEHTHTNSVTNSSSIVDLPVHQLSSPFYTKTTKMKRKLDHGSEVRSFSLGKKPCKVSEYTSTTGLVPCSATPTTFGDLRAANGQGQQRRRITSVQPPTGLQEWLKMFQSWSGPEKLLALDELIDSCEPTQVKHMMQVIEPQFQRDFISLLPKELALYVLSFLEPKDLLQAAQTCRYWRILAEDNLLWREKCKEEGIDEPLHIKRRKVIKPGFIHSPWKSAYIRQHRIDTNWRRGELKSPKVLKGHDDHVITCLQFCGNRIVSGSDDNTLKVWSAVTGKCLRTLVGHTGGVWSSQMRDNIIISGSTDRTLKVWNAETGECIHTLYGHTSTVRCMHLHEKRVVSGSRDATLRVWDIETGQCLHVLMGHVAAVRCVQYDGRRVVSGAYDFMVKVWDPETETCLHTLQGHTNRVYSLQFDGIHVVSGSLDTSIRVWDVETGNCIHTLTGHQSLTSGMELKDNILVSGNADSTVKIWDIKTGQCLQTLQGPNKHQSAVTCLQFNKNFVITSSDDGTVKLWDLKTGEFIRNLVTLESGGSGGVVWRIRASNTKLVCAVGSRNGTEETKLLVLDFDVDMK
TEAD-YAP block: TEAD-YAP interaction inhibition; HEK-TIYL cells, TEAD-Gal4/YAP UAS-luciferase luminescence; inhibition, % at 9.12 µM; hit rate 1.4% among 640,000; in the data active means inhibition above about 32%;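 further: 0% = median of test compound wells and 100% = reference inhibitor wells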
Active calls of the source: *; · = no result given; & = joins results of further samples.

Sample of the layout (seven entries):
SMILES	GPR151 activ	MITF primary	FBW7 act	TEAD-YAP block
O=C(CCC(=O)OCC(=O)c1ccc(Br)cc1)Nc1ccc(Cl)cc1C(=O)c1ccccc1	0.7	11	-0.1	3
COc1ccc(Cl)cc1NC(=O)c1c(O)c2c(n(Cc3ccco3)c1=O)CCCC2	1.1	11	0.1	12
O=P(O)(O)Cc1ccccc1OP(=O)(c1ccccc1)c1ccccc1	2.3	19	0.5	11
S=P(N1CC1)(N1CC1)N1CCN=C1c1ccccc1	0.8	0	0.4	24
Cc1ccc(-n2c(/C=C\c3ccc(F)cc3)nc3ccccc3c2=O)cc1F	3.0	-9	-0.1	7
CC(C)(C)C1CN(C(C)(C)C)CC(O)(c2ccccc2)C1 (stereo not given)	0.4	4	0.0	-1
CN1Cc2c(c(C#N)c(N)n(C)c2=S)CC1(C)C	-1.0	14	0.1	1

All compounds of this part, from the first entry:
SMILES	GPR151 activ	MITF primary	FBW7 act	TEAD-YAP block
O=C(CCC(=O)OCC(=O)c1ccc(Br)cc1)Nc1ccc(Cl)cc1C(=O)c1ccccc1	0.7	11	-0.1	3
COc1ccc(Cl)cc1NC(=O)c1c(O)c2c(n(Cc3ccco3)c1=O)CCCC2	1.1	11	0.1	12
O=P(O)(O)Cc1ccccc1OP(=O)(c1ccccc1)c1ccccc1	2.3	19	0.5	11
S=P(N1CC1)(N1CC1)N1CCN=C1c1ccccc1	0.8	0	0.4	24
Cc1ccc(-n2c(/C=C\c3ccc(F)cc3)nc3ccccc3c2=O)cc1F	3.0	-9	-0.1	7
CC(C)(C)C1CN(C(C)(C)C)CC(O)(c2ccccc2)C1 (stereo not given)	0.4	4	0.0	-1
CN1Cc2c(c(C#N)c(N)n(C)c2=S)CC1(C)C	-1.0	14	0.1	1
CN1C2C=C(N(C(=O)c3ccc(Cl)cc3)c3ccccc3)CC1CC2 (stereo not given)	0.1	2	0.1	10
COc1ccc(CN2CCCCC2c2cccnc2)cc1C (stereo not given)	0.1	6	0.2	1
Cc1nnc2n1-c1ccc(Br)cc1C(c1ccccc1Cl)=NC2	-0.3	23	0.1	-6
CC(C)CNc1c2c(nc3ccccc13)CCC2	0.8	15	-0.3	20
Fc1ccc(F)c(CN2CCN(Cc3ccccc3)CC2)c1	3.9	-2	-0.2	-2
CC(c1ccc(F)cc1)n1cc(C(=O)NC2CC2)nn1 (stereo not given)	-1.9	-10	0.1	-8
O=C(CN1CCN(c2ccccc2)CC1)Nc1ccc(Br)cc1C(=O)c1ccccc1Cl	-0.6	-8	-0.1	-9
COc1cc(OC)cc(C(=O)NC(=S)N2CC3CC(C2)c2cccc(=O)n2C3)c1 (stereo not given)	7.5*	-3	0.2	1
O=C(O)CCn1cc(C=C2C(=O)NC(=O)NC2=O)c(-c2ccc(Br)cc2)n1	5.4*	1	-0.1	15
CCOc1ccc(CN(CCc2ccc3c(c2)OCO3)Cc2ccc(OC)cc2)cc1	-1.8	13	0.1	6
Cc1cc(OC(=O)c2cccs2)c2c3c(c(=O)oc2c1)CCCC3	0.3	-1	0.0	5
COc1ccc(OCC(=O)N2CCN(Cc3cccc(OC)c3)CC2)cc1	2.8	43	-0.2	11
CSc1ccc(/C=C/c2nc3ccccc3c(=O)n2-c2ccc(Cl)cc2C)cc1	1.2	0	-0.4	-2
Cc1ccc(-n2c(/C=C/c3ccccc3F)nc3ccccc3c2=O)cc1C	-0.5	4	0.0	-5
COc1ccc2c(c1)COC1(CCN(C(=O)Nc3ccc(N(C)C)cc3)CC1)O2	-0.6	-17	0.3	2
CCCCn1c(=O)c(C(=O)NCc2ccc(OC)c(OC)c2)c(O)c2ccccc21	2.9	8	0.1	0
COc1ccccc1N1C(=O)CC(=O)NC1=O	0.7	3	-0.1	11
Nc1ccc(Br)cc1C(=O)c1ccc(F)cc1	-0.1	-8	-0.1	1
Cc1ccc(C)c(C2C(C#N)=C(N)Oc3c2c(=O)oc2ccccc32)c1 (stereo not given)	-1.0	17	0.1	3
C[C@]12CCCCC1CCC1C2CC[C@@]2(C)C1CC[C@@H]2OC(=O)CCC(=O)O (stereo not given in full)	1.2	8	0.1	6
O=C(O)c1cc(Br)c([N+](=O)[O-])cc1[N+](=O)[O-]	0.7	12	0.0	10
Cn1cccc1CN1CCN(C(=O)COc2ccccc2)CC1	-1.3	53*	0.6	-14
COc1ccc(CNC(=O)C(Cl)(Cl)Cl)cc1	0.0	4	0.1	6
O=C(c1ccccc1)c1cc(Cl)ccc1N1C(=O)C2CC=CCC2C1=O (stereo not given)	-0.7	8	0.2	8
CCCCOc1ccc(C(=O)OCCCN(CC)CC)c(O)c1	-0.7	-15	0.0	11
Cc1onc(-c2ccccc2)c1C(=O)N1CCC2(CC1)OCCO2	-1.1	13	-0.1	4
CCOC(=O)C1C(=O)N(C)C2(C)CC1c1ccccc1O2 (stereo not given)	-0.5	14	0.0	-5
NC1=NC(=O)C(c2ccccc2)O1 (stereo not given)	-1.4	10	0.2	5
COc1cccc(CN2CCN(Cc3cccc(C)c3)CC2)c1	0.2	74*	-0.2	-5
O=C(Cc1noc2ccccc12)N1CCN(Cc2ccc3c(c2)OCO3)CC1	-1.2	1	0.1	-17
Nc1nnc(CCN(CCc2nnc(N)s2)[N+](=O)[O-])s1	0.5	-2	0.1	-3
C=CCN1C(=O)c2ccccc2Sc2ccc(C(=O)N3CCC4(CC3)OCCO4)cc21	-0.4	-1	0.0	2
CCCN(CCC)C(=O)Cc1c(-c2ccc(Cl)cc2)nc2c(Cl)cc(Cl)cn12	-0.2	19	0.2	3
CN1[C@@H]2CC[C@H]1CC(OC(=O)C1C=Nc3ccccc31)C2 (stereo not given in full)	-0.2	-10	-0.1	·
Cc1cccc(NC(c2ccc(N(C)C)cc2)c2ccc3ccc(C)nc3c2O)n1 (stereo not given)	-0.3	7	-0.2	12
Cc1c(C(=O)N2CCC3(CC2)OCCO3)sc2ncnc(N(C)c3ccccc3)c12	-1.1	4	0.0	-16
Cc1ccc2c(c1)C1CN(C)CCC1N2C(=O)c1ccccc1F (stereo not given)	-0.3	14	0.1	1
c1ccc2sc(Cc3ccncc3)nc2c1	0.1	1	-0.1	5
CC[C@H]1CN2CCC1C[C@H]2[C@H](O)c1ccnc2ccc(OC)cc12 (stereo not given in full)	1.1&-3.0	-1&16	0.1&0.3	-12&9
Cc1ncsc1CCCl	1.1	5	-0.1	·
COc1ccc(CNC(C)C(O)c2ccccc2)c(OC)c1 (stereo not given)	-2.0	-6	0.0	-6
O=C(Cn1cncn1)c1ccc(Cl)cc1Cl	0.7	-11	0.0	-6
Cc1ccc(-c2nc3ccccc3c(=O)n2-c2nccs2)cc1	0.9	-6	0.0	3
N#CCCn1cc(C(=O)NCc2ccccc2)c(-c2ccc([N+](=O)[O-])cc2)n1	0.0	-3	0.2	-14
CCN1CCN(Cc2cc(OC)cc(OC)c2)CC1	4.1	4	-0.1	-6
O=C(Nc1ccc(Cl)cc1C(=O)c1ccccc1Cl)c1cccc([N+](=O)[O-])c1	-0.5	5	0.1	-6
C#CCN1C(=O)C2(C(C(=O)OCC)=C(C)OC(N)=C2C(=O)OCC)c2ccccc21 (stereo not given)	-1.0	-9	0.1	1
Cc1ncc(CNC(=O)N(CCCl)N=O)c(N)n1	0.2&-1.0	17&26	0.1&0.0	-5&1
Cc1cc(N2CCN(C)CC2)ccc1N	0.6	-10	0.0	-3
O=C(NC(=O)c1c(F)cccc1F)Nc1ccc(Cl)cc1	0.1	27	0.2	-13
OCCN1CCN(Cc2ccc(F)c(Br)c2)CC1	0.0	73*	-0.2	2
COC(=O)C1=C(N)Oc2c(c(=O)oc3ccccc23)C1c1ccc(C(F)(F)F)cc1 (stereo not given)	0.5	3	-0.3	7
O=C(O)c1ccccc1-c1c2cc(Br)c(=O)cc-2oc2[c]([Hg])c(O)c(Br)cc12	-1.1&4.1	15&15	-0.1&0.4	9&2

Shown with bars between the fields: part of the list above
canonical_smiles | GPR151 activ | MITF primary | FBW7 act | TEAD-YAP block
O=C(NC(=O)c1c(F)cccc1F)Nc1ccc(Cl)cc1 | 0.1 | 27 | 0.2 | -13
OCCN1CCN(Cc2ccc(F)c(Br)c2)CC1 | 0.0 | 73* | -0.2 | 2

(continued)
SMILES	GPR151 activ	MITF primary	FBW7 act	TEAD-YAP block
CC1CN(c2cc(Cl)ccc2[N+](=O)[O-])CC(C)N1 (stereo not given)	1.2	-3	-0.2	4
Cc1cc(P(=S)(N2CCOCC2)N2CCOCC2)c(C)n1-c1ccc(N(C)C)cc1	-2.8	43	-0.3	-6
CCN1CCN(C(=O)Cc2nc(-c3ccc(OC)cc3)no2)CC1	0.4	-4	-0.1	1
O=c1oc2ccccc2c(O)c1C(c1ccc2c(c1)OCO2)c1c(O)c2ccccc2oc1=O	15*	-10	-0.1	-7
COc1ccc(-n2c(/C=C/c3c[nH]c4ccccc34)nc3ccccc3c2=O)cc1	-1.6	7	0.1	15
CCC(CC)N1CCN(Cc2cccc(F)c2)CC1	-0.8	73*	0.6	-5
CC(Cc1ccsc1)NC1CCN(c2ccc(C(=O)N3CCOCC3)cc2)CC1 (stereo not given)	-1.1	16	0.4	3
CC(Cc1ccc(O)cc1)NCC(O)c1cc(O)cc(O)c1 (stereo not given)	0.0&-0.9&3.8	-7&4&-4	0.0&0.2&-0.1	15&-12
COc1c2c(cc3c1OCO3)CC[N+](C)=C2	0.4	3	-0.2	7
Cc1ccc(F)cc1-n1c(/C=C/c2ccccc2)nc2ccccc2c1=O	0.4	-8	0.0	3
CCN(CC)CCCC(=O)C(O)(c1ccccc1)c1ccccc1	0.6	-3	0.1	9
CNC(=O)Oc1cccc2cccnc12	0.0	16	-0.1	-1
COc1cc(CNCCc2ccc(F)cc2)cc2c1OCO2	-0.3	17	-0.2	0
O=C(Nc1ccc(F)cc1)c1c(O)c2c(n(Cc3ccco3)c1=O)CCCC2	-0.4	27	0.2	-2
C=CCOc1ccccc1CN1CCN(C)C(CCO)C1 (stereo not given)	1.0	6	0.0	-1
C1CN(C23CC4CC(CC(C4)C2)C3)CCN1	0.2	8	0.8	-5
CCN1CCN(c2nc(C)cc(C)c2C#N)CC1	-1.9	6	0.0	10
CC1=[N+]([O-])C(C(=O)c2ccccc2)N(O)C1(C)C (stereo not given)	-0.5	-6	0.1	9
C=C(C)c1cc2cc(C(C)=O)c(O)cc2o1	-3.0	11	0.1	-15
CCC(C)N1CCN(C(=O)COc2ccc(Cl)cc2)CC1 (stereo not given)	2.6	33	0.2	-14
COc1ccc(-n2c(CCC(=O)O)nc3ccccc3c2=O)c(OC)c1	-1.0	2	-0.1	0
S=P1(N2CCOCC2)C2=C(CCC2)C2=C(CCC2)N1c1ccccc1 (stereo not given)	1.5	9	-0.4	0
O=c1[nH]c(CCl)nc2ccsc12	-1.0	16	0.3	-12
O=c1c2ccccc2nc(/C=C\c2ccc(F)c(F)c2)n1-c1cccc(F)c1	-0.7	-10	0.0	2
CCCc1noc(CN2CC=C(c3ccc(F)cc3)CC2)n1	-1.0	8	0.2	9
COc1ccc(CCC(=O)N2CCC3(CC2)OCCO3)cc1	-0.8	-1	-0.2	-1
CCOc1cc(CN2CCN(CC)CC2)ccc1OC	-0.6	18	0.1	10
O=C(O)c1c[nH]c2ccc(S(=O)(=O)N(CCCl)CCCl)cc12	0.4	-1	0.1	-13
O=C(O)C1CSC(c2cc3ccccc3nc2Cl)N1 (stereo not given)	0.8	13	-0.1	-8
C=CCOC(=O)C1=C(C)OC(N)=C(C#N)C12C(=O)Nc1ccc(Cl)cc12 (stereo not given)	1.7	0	-0.1	2
O=C(COc1ccc(Cl)cc1Cl)N1CCN(CCN2C(=O)c3cccc4cccc(c34)C2=O)CC1	-1.3	14	0.7	0
Cc1cc(I)ccc1-n1c(/C=C\c2ccccc2F)nc2ccccc2c1=O	2.2	11	0.0	8
CC1(c2ccc([N+](=O)[O-])cc2)NC(=O)N(CC(=O)Nc2ccc(C#N)c(Cl)c2)C1=O (stereo not given)	1.1	0	0.0	5
CNC(C)C(=O)C12CC3CC(CC(C3)C1)C2 (stereo not given)	1.9	-1	-0.2	-2
Cc1ccccc1CN1CCN(CC(C)(C)C)C(CCO)C1 (stereo not given)	0.6	7	0.0	7
COc1ccc(C(=O)Oc2cccc3cccnc23)cc1S(=O)(=O)N1CCOCC1	-1.0	26	-0.9	0
CCn1c(C)c(C(=O)Nc2ccc(OC)cc2)c2cc(OC)ccc21	-0.7	1	-0.3	-63
CN(C)S(=O)(=O)c1ccc(N2CCNCC2)c(Cl)c1	0.9	47	-0.1	3
COc1ccc(NP(=O)(OCC(F)(F)F)OCC(F)(F)F)cc1	0.4	0	0.2	5
CCCN1CCC[C@@H]2Cc3nc(N)ncc3C[C@H]21	-1.2	1	-0.1	-2
COc1ccc(CCNCc2ccccc2C)cc1	-0.6	-15	-0.1	-13
Cc1nc2ccccc2c(=O)n1-c1ccc(Br)cc1[N+](=O)[O-]	0.9	1	-0.1	-5
Cc1c(-[n+]2c(C)cc(-c3cccs3)cc2C)c(=O)n(-c2ccccc2)n1C	-0.3	-5	0.2	-2
O=C1NC(=O)C(=Cc2ccc(OCC(=O)N3CCOCC3)cc2)C(=O)N1	1.9	3	-0.4	8
COC(=O)[C@H]1[C@@H](O)[C@@]2(O)c3c(OC)cc(OC)cc3O[C@@]2(c2ccc(OC)cc2)[C@@H]1c1ccccc1	1.4	-18	0.0	·
Cc1ccc2c(c1)C1CN(C)CCC1N2C(=O)c1ccc2ccccc2c1 (stereo not given)	-1.3	12	0.5	1

A portion of the library; count on the stated rates, not on these rows.
